Yeast superoxide: lowers age-related superoxide in aged yeast cells; S. cerevisiae aged cells, superoxide DHE fluorescence; stronger effect = lower value; superoxide response (% of plate mean), % at 10 µM; 330,000 tested, 0.18% active; AID 2690;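 active means superoxide response under a set limit, about three screen SD below normal, cut at about 65% in these data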;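 further: yeast aged for seven days with compound at 30 °C before DHE staining; 100% = average MFI of all compound-treated wells on the plate with controls excluded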
MEP2 TOR yeast: yeast TOR pathway MEP2-GFP modulation; S. cerevisiae MEP2-GFP strain, flow cytometry GFP, 3 h; 100% = DMSO control level; AID 2016; GFP response vs DMSO, % at 10 µM; 330,000 tested, 0.51% active;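 active means GFP response versus DMSO above a set limit, roughly screen mean plus 3 SD, cut at about 180% in these data; inconclusive means fewer than 70 cells counted for a yeast strain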;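 further: median GFP fluorescence of the barcode-gated MEP2-GFP cells per well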
Efflux pump mplx: antifungal efflux pump inhibition, Nile Red retention; S. cerevisiae Candida pump triplex; inhibition, % at 10 µM; 330,000 tested, 0.44% active; AID 485275;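 active means plate passing quality check with inhibition over a set limit, or well fluorescence over plate mean plus 4 SD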;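 further: Nile Red retained in pooled yeast measured as flow cytometry median fluorescence; 0% = buffer negative control and 100% = Enniatin B positive control; higher means more Nile Red kept so more efflux inhibition; some compounds called inactive have numbers as strong as hits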
AGP1-GFP MLPCN: modulators of TOR pathway AGP1-GFP in S. cerevisiae | AID 2066 | S. cerevisiae AGP1-GFP multiplex flow cytometry, 3 h; GFP as percent of DMSO wells | GFP response vs DMSO, % at 10 µM | 320,000 tested, 0.02% active;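 active means GFP response relative to DMSO above a set limit, near screen average plus 3 SD, cut at about 150% in these data; inconclusive means fewer than 70 cells counted for the yeast strain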;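 further: median GFP channel fluorescence of the gated AGP1 strain per well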
RPL19A TOR yeast: yeast TOR pathway RPL19A-GFP modulation; S. cerevisiae RPL19A-GFP strain, flow cytometry, 3 h; stronger effect = lower value; percent response vs DMSO, % at 10 µM; 330,000 tested, 0.3% active;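 active means percent response vs DMSO below 50%; inconclusive means fewer than 70 events counted for the yeast strain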;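 further: median channel GFP fluorescence of the barcoded RPL19A-GFP strain; ratio of sample median GFP to plate DMSO average so 100% = DMSO; lower means less RPL19A-GFP as with rapamycin TOR inhibition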
LAP4 TOR yeast: modulators of TOR pathway LAP4-GFP in S. cerevisiae. 320,000 tested, 0.34% active. AID 2023. GFP response vs DMSO, % at 10 µM. S. cerevisiae LAP4-GFP multiplex, flow cytometry GFP, 3 h; median GFP as percent of DMSO wells;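 active means GFP response vs DMSO above a set limit, about the screen mean plus 3 SD, cut at about 150% in these data; inconclusive means under 70 cell events counted for the yeast strain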
AHR act: human AHR activation. P35869. AHR-responsive luciferase reporter cells, luminescence. activation, % at 5 µM. 320,000 tested, 2.5% active; in the data active means activation above about 47%;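 further: 0% = vehicle wells and 100% = reference agonist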
Target sequence (P35869 whole entry, looked up): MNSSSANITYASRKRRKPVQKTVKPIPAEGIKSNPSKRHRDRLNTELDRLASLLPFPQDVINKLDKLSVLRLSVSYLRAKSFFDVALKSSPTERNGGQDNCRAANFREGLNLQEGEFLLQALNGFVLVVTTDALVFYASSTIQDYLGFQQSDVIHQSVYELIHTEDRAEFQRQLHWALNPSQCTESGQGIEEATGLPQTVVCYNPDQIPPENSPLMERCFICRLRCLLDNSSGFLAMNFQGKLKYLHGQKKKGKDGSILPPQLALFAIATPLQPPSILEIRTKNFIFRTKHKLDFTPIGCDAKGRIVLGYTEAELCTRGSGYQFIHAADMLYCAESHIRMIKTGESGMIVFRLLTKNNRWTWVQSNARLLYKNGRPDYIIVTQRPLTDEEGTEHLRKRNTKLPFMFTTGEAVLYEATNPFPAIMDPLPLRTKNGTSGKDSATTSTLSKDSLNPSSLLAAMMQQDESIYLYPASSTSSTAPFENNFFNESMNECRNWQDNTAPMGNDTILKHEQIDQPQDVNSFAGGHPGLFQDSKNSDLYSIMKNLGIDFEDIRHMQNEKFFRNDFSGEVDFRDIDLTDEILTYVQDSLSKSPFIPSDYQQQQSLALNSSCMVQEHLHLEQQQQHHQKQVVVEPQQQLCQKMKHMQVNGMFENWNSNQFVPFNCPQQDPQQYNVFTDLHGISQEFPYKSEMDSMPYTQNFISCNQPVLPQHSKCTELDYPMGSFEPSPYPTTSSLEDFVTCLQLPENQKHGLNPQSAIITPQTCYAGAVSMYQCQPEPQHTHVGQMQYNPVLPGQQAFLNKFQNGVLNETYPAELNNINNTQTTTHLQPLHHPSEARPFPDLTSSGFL
CIT2 TOR yeast: alters CIT2-GFP fluorescence in TOR pathway yeast screen | S. cerevisiae CIT2-GFP strain, flow cytometry, 3 h; 100 means same as DMSO wells | GFP response vs DMSO, % at 10 µM | 320,000 tested, 0.065% active;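 active means GFP response relative to DMSO above a set limit, near the screen mean plus 3 SD, cut at about 150% in these data; inconclusive means Fewer than 70 cells measured for a yeast strain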;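 further: ratio of well median GFP fluorescence to mean of DMSO wells on the plate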
* = called active by the depositor; ? = inconclusive; . = no result given; [ ] = dose if it differs, or a comment.

Structure	Yeast superoxide	MEP2 TOR yeast	Efflux pump mplx	AGP1-GFP MLPCN	RPL19A TOR yeast	LAP4 TOR yeast	AHR act	CIT2 TOR yeast
Cc1ccc2c(NC(=O)C3CC3)cccc2n1	102	99	0.1	101	99	97	9	90
CCOC(=O)C1=C(C)Nc2ccccc2N=C1NC(=O)c1cccc(S(=O)(=O)N(C)C)c1	108	96	0.1	105	97	93	5	89
O=C(Nc1ccccc1)Nc1nc2ccccc2s1	123	101	0.0	99	95	102	75*	92
O=C(CCCC(=O)c1ccccc1)NCCc1ccccc1F	114	108	0.0	104	104	97	2	105
O=C(COC(=O)C1CCN(c2ccc(C(F)(F)F)cn2)CC1)c1ccc(Cl)cc1	98	104	-0.3	102	108	101	1	100
COCCCNC(=O)c1ccc(Cn2c(=O)c3ccccc3n(Cc3ccccc3C)c2=O)cc1	101	102	0.0	106	96	95	0	100
Cc1ccccc1CN(C)C(=O)c1ccc2ccccc2n1	95	95	0.1	98	97	113	11	94
COc1ccc(C(=O)OC(C)CN2CCN(C)CC2)cc1OC (stereo not drawn)	95	100	0.1	92	103	102	4	95
COc1ccc(-c2cc(=O)n(-c3nc4ccccc4[nH]3)[nH]2)cc1	69	102	-0.2	78	81	181*	4	88
CC(OC(=O)c1cc(=O)[nH]c2ccccc12)C(=O)NC1CCCC1 (stereo not drawn)	94	102	-0.1	95	94	97	9	95
CCCCn1cnc2c(cnn2-c2ccc(Cl)cc2)c1=O	86	94	0.0	.	94	101	3	85
CCCn1c(=N)n(CC(O)c2ccco2)c2ccccc21 (stereo not drawn)	99	96	0.1	96	97	92	2	90
COc1ccc(C(=O)/C=C/Nc2ccc([N+](=O)[O-])cc2C)cc1OC	103	100	0.1	88	97	104	-4	96
CCn1cc(C(=O)NCc2cccnc2)c(=O)c2cc(F)c(N3CCN(C(=O)c4ccco4)CC3)cc21	117	105	0.0	112	110	108	42	111
COc1ccc(OCc2cc(C(=O)NC(C)c3csc(C)n3)no2)c(Cl)c1 (stereo not drawn)	92	88	0.1	101	101	89	3	100
CCCCSc1nc(C)cc(C)c1S(=O)(=O)c1ccccc1C	104	107	0.2	106	104	102	1	118
CC(C)CC(c1nnnn1Cc1cccs1)N1CCN(c2nc3ccccc3s2)CC1 (stereo not drawn)	99	98	-0.1	109	102	95	4	107
O=C(COC(=O)c1ccc(Br)cc1)NCC1CCCO1 (stereo not drawn)	106	93	-0.1	96	101	90	0	99
COc1cc(C=O)ccc1OCCOCCOc1c(C)cc(Cl)cc1Cl	90	96	0.3	97	99	104	2	84
COc1ccc2o/c(=N/NC(=O)c3cccs3)c(C(N)=O)cc2c1	94	99	0.0	99	103	92	12	103

Records above shown as hits in AHR act:
| Compound | MEP2 TOR yeast | Efflux pump mplx | AGP1-GFP MLPCN | RPL19A TOR yeast | LAP4 TOR yeast | AHR act | CIT2 TOR yeast |
| --- | --- | --- | --- | --- | --- | --- | --- |
| O=C(Nc1ccccc1)Nc1nc2ccccc2s1 | 101 | 0.0 | 99 | 95 | 102 | 75* | 92 |

Going on with the list:
Structure	Yeast superoxide	MEP2 TOR yeast	Efflux pump mplx	AGP1-GFP MLPCN	RPL19A TOR yeast	LAP4 TOR yeast	AHR act	CIT2 TOR yeast
O=C(CNC(=O)c1ccccc1Br)N/N=C/c1ccccc1O	86	106	-0.1	103	98	103	4	112
CC(=O)n1cc([C@@H]2C=C(C(=O)N3CCN(Cc4ccc5c(c4)OCO5)CC3)O[C@H](OCCCCO)C2)c2ccccc21	99	94	-0.1	96	109	113	8	119
COc1cc2c(cc1OC)C(c1cccs1)NCC2 (stereo not drawn)	81	82	-0.1	85	83	85	6	87
O=C(NNC(=O)c1cccs1)c1ccc(F)cc1	109	91	0.3	100	100	97	-1	96
CC(NC(=O)/C=C/c1ccco1)c1nc2ccccc2n1Cc1c(Cl)cccc1Cl (stereo not drawn)	105	90	11*	98	98	94	5	105
CC(C)(Oc1ccc(Cl)cc1)C(=O)Nc1ccc(S(=O)(=O)Nc2ncccn2)cc1	102	81	-0.2	76	84	76	0	92
CCNS(=O)(=O)c1ccc(C(=O)Nc2ccccc2)cc1	115	82[may fluoresce red]	0.1	83[may fluoresce red]	?	84[may fluoresce red]	3	85[may fluoresce red]
COc1ccc(C2SC[C@@H](C(=O)O)N2C(C)=O)cc1 (stereo partly drawn)	98	103	0.0	103	98	103	1	101
O=C(CC12CC3CC(CC(C3)C1)C2)N1CCCOC1	99	94	0.4	92	98	106	-1	103
CC(=O)C1=C(O)C=C(c2ccco2)CC1c1ccco1 (stereo not drawn)	116	106	0.1	93	99	114	13	91

Part of the list above, field by field.
> COc1cc(C=O)ccc1OCCOCCOc1c(C)cc(Cl)cc1Cl
  Yeast superoxide = 90
  MEP2 TOR yeast = 96
  Efflux pump mplx = 0.3
  AGP1-GFP MLPCN = 97
  RPL19A TOR yeast = 99
  LAP4 TOR yeast = 104
  AHR act = 2
  CIT2 TOR yeast = 84
> COc1ccc2o/c(=N/NC(=O)c3cccs3)c(C(N)=O)cc2c1
  Yeast superoxide = 94
  MEP2 TOR yeast = 99
  Efflux pump mplx = 0.0
  AGP1-GFP MLPCN = 99
  RPL19A TOR yeast = 103
  LAP4 TOR yeast = 92
  AHR act = 12
  CIT2 TOR yeast = 103
> O=C(CNC(=O)c1ccccc1Br)N/N=C/c1ccccc1O
  Yeast superoxide = 86
  MEP2 TOR yeast = 106
  Efflux pump mplx = -0.1
  AGP1-GFP MLPCN = 103
  RPL19A TOR yeast = 98
  LAP4 TOR yeast = 103
  AHR act = 4
  CIT2 TOR yeast = 112
> CC(=O)n1cc([C@@H]2C=C(C(=O)N3CCN(Cc4ccc5c(c4)OCO5)CC3)O[C@H](OCCCCO)C2)c2ccccc21
  Yeast superoxide = 99
  MEP2 TOR yeast = 94
  Efflux pump mplx = -0.1
  AGP1-GFP MLPCN = 96
  RPL19A TOR yeast = 109
  LAP4 TOR yeast = 113
  AHR act = 8
  CIT2 TOR yeast = 119

Later entries:
Below each compound: Yeast superoxide, MEP2 TOR yeast, Efflux pump mplx, AGP1-GFP MLPCN, RPL19A TOR yeast, LAP4 TOR yeast, AHR act, CIT2 TOR yeast
> COc1cccc(OC)c1C(=O)Nc1ccncc1
  111, 107, 0.1, 102, 103, 98, 5, 98
> CNc1nc(C)c(C(C)(C)C)s1
  99, 109, 0.2, 102, 103, 106, 2, 101
> Cc1ccc(C(=O)OCCn2cc(C#N)c(=O)[nH]c2=O)cc1
  86, 95, -0.4, 101, 97, 106, 0, 98
> O=C(CN(Cc1ccccc1)S(=O)(=O)c1ccc2c(c1)OCCO2)N/N=C/c1ccc(F)cc1
  109, 103, 0.1, 110, 100, 105, -2, 98
> CCC1(CC)Cc2ccccc2-c2nc3ccccc3c(=O)n21
  99, 105, 0.1, 103, 105, 99, 4, 103
> Cc1ccc(Cl)cc1N1CCN(C(=O)C2CCC(=O)N2C(C)C)CC1 (stereo not drawn)
  102, 92, -0.2, 107, 94, 102, 5, 99
> CC(C)(C)NC(=S)NNC(=O)c1ccc2ncccc2c1
  99, 99, -0.1, 106, 100, 107, 7, 101
> O=C(NCCc1ccc(Cl)cc1)Nc1cccc(Cl)c1
  109, 105, 0.1, 97, 102, 100, 1, 103
> CN(C)/C=C(\C(=O)c1ccc(Cl)cc1)c1nnnn1-c1ccc(Cl)cc1
  102, 102, 0.1, 99, 97, 98, 0, 98
> Cc1ccc(CS(=O)Cc2ccc(C(=O)NCc3ccc(OC(C)C)cc3)o2)cc1 (stereo not drawn)
  86, 109, 0.1, 96, 106, 87, 14, 103
> O=C(Nc1ccc(-c2nc3ccccc3[nH]2)cc1)c1ccccc1NS(=O)(=O)c1ccc(F)cc1
  89, 114, 0.0, 108, 93, 123, 2, 99
> COc1ccc(S(=O)(=O)N2CCOCC2)cc1NC(=O)CN1CCCc2ccccc21
  105, 96, 0.0, 93, 94, 95, 7, 102
> Cc1ccc(-c2ocnc2C(=O)N2CCN(C(=O)c3cccs3)CC2)cc1
  113, 102, -0.1, 95, 102, 97, 5, 99
> CN(C)S(=O)(=O)c1cc(NC(=O)COC(=O)C2CSC3(C)CCC(=O)N23)ccc1Cl (stereo not drawn)
  97, 96, 0.1, 94, 91, 93, 1, 89
> COc1ccc(OC)c(N=Cc2c(O)[nH]c3ccccc23)c1
  98, 103, 0.0, 99, 99, 99, 54*, 101

A second format for part of the listing above.
COc1cc2c(cc1OC)C(c1cccs1)NCC2 (stereo not drawn)
- Yeast superoxide: 81
- MEP2 TOR yeast: 82
- Efflux pump mplx: -0.1
- AGP1-GFP MLPCN: 85
- RPL19A TOR yeast: 83
- LAP4 TOR yeast: 85
- AHR act: 6
- CIT2 TOR yeast: 87
O=C(COC(=O)c1ccc(Br)cc1)NCC1CCCO1 (stereo not drawn)
- Yeast superoxide: 106
- MEP2 TOR yeast: 93
- Efflux pump mplx: -0.1
- AGP1-GFP MLPCN: 96
- RPL19A TOR yeast: 101
- LAP4 TOR yeast: 90
- AHR act: 0
- CIT2 TOR yeast: 99
COc1ccc2o/c(=N/NC(=O)c3cccs3)c(C(N)=O)cc2c1
- Yeast superoxide: 94
- MEP2 TOR yeast: 99
- Efflux pump mplx: 0.0
- AGP1-GFP MLPCN: 99
- RPL19A TOR yeast: 103
- LAP4 TOR yeast: 92
- AHR act: 12
- CIT2 TOR yeast: 103
Cc1ccc(C(=O)OCCn2cc(C#N)c(=O)[nH]c2=O)cc1
- Yeast superoxide: 86
- MEP2 TOR yeast: 95
- Efflux pump mplx: -0.4
- AGP1-GFP MLPCN: 101
- RPL19A TOR yeast: 97
- LAP4 TOR yeast: 106
- AHR act: 0
- CIT2 TOR yeast: 98

The listing continues.
Below each compound: Yeast superoxide, MEP2 TOR yeast, Efflux pump mplx, AGP1-GFP MLPCN, RPL19A TOR yeast, LAP4 TOR yeast, AHR act, CIT2 TOR yeast
> COc1ccc2c(c1)cc1c(=O)n(CC(=O)NC(C)CCc3ccccc3)nc(C)n12 (stereo not drawn)
  105, 95, 0.3, 95, 96, 88, 1, 96
> O=C(Nc1nc2ccc(F)cc2s1)C1CCCO1 (stereo not drawn)
  94, 107, -0.2, 99, 101, 115, 10, 101
> COCCCNC(=S)N1CCN(S(=O)(=O)c2ccc(OC)cc2)CC1
  93, 97, 0.0, 106, 105, 107, -1, 106
> COc1cccc(C2CC(c3cccs3)=NN2C(=O)CSc2nc3ccccc3s2)c1OC (stereo not drawn)
  103, 99, 0.3, 99, 100, 100, 28, 95
> CCc1nc(SCC(=O)N2CCCC2)c2ccccc2n1
  113, 104, 0.0, 101, 101, 99, 3, 108
> O=c1[nH]c(C(Cl)(Cl)Cl)nc2ccc3ccccc3c12
  129, 105, 0.0, 111, 107, 97, 41, 108
> Cc1ccc(-c2nc3ccccc3c(=O)n2CCN2CCOCC2)cc1
  97, 104, 0.0, 97, 99, 93, 7, 106
